Source: PubChem
Menin MLL FP TR = displaces Texas Red mutant MLL peptide from human menin; 270,000 tested, 0.23% active; O00255; Menin + Texas Red MLL mutant peptide, fluorescence polarization; Potency, µM (titrated, usually from 61.6 µM), for inactives: at the top dose FP activity change, negative = inhibition, hits mostly inhibitors; AID 1768; active = well fitted inhibition curve with a large enough effect in the polarisation, with a control signal flat, not every such curve was filed as active; inconclusive = small, poorly fitted or top-dose-only effect, or effect the other way, or a change in a side signal; inactive = no such curve, though single readings can be large or run the other way; the % refers to the polarisation; also: potency is read from the fitted curve at half-maximal effect; % of control where 0% means no effect; many of its hits are not listed in these tables
Target sequence (O00255 whole entry, looked up): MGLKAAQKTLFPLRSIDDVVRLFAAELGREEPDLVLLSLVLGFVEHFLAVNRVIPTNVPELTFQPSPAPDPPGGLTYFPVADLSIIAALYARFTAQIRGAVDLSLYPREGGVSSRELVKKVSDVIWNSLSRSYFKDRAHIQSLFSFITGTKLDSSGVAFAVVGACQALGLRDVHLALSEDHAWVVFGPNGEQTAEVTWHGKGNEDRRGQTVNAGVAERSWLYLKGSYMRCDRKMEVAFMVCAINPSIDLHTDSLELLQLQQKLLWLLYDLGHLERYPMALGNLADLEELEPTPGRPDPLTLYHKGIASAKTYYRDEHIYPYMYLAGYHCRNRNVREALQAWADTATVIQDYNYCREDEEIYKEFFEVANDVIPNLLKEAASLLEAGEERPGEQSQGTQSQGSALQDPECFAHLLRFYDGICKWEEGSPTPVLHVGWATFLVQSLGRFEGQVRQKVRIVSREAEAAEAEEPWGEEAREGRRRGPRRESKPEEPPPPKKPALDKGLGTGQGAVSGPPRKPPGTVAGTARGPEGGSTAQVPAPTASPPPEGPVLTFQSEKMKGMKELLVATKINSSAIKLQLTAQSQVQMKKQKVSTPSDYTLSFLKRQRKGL
PKM2 activator = PKM2 (human) enzyme activation; P14618; purified PKM2, Kinase-Glo ATP luminescence, activation; response scale: 0% is enzyme alone, no compound; Potency, µM (highest dose often 57.5 µM), for the others: top-dose activation, most hits filed as activators; 260,000 tested, 0.34% active; AID 1631; also: potency is read from the fitted curve at half-maximal effect; % is scaled to controls: 0 for no effect and ±100 for the full control effect; nearly all actives have a fitted effect of over 55% in size
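Purified hPK-M2 (>95%) run at intermediate activity with 0.1 mM ADP and 0.5 mM PEP in 50 mM imidazole pH 7.2, KCl, MgCl2; 1 h room temperature. ATP formed read by Kinase-Glo luminescence; normalized to uninhibited and no-enzyme controls.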
p53 reactivation = re-activators of mutant p53; H1299 p53-A138V BP100-luciferase reporter, luminescence, 24 h; Potency, µM (doses to about 92.2 µM), inactives show at the top dose activity change, positive = activation, usual class: activators; 320,000 tested, 0.063% active; also: potency is read from the fitted curve at half-maximal effect; % of control where 0% means no effect; nearly all actives have a fitted effect of over 45% in size
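p53-null H1299 cells stably carrying temperature-sensitive p53-A138V and a BP100-luciferase reporter were pinned with compounds (4-point, 1:5 series) and held 24 hrs at 37 deg C. Luminescence was read 10 min after detection reagent.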
FLuc counter = inhibits or activates purified firefly luciferase, miR-21 counter-screen | P08659 | purified FLuc, Km substrates, luminescence inhibition | Potency, µM (doses to about 57.5 µM), for inactives: at the top dose activity change, negative = inhibition, usual class: inhibitors | 360,000 tested, 6.9% active | AID 588342;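 also: potency is read from the fitted curve at half-maximal effect; plate controls were vehicle for no effect and reference inhibitor for full effect; nearly all actives have a fitted effect of over 55% in size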
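Biochemical qHTS of compounds, final roughly 60 µM downward over six points, against 10 nM purified firefly luciferase using Km concentrations of substrates (10 uM D-luciferin, 10 uM ATP) in Tris acetate pH 7.5 buffer; luminescence output.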
Rab9 promoter act = activators of Rab9 promoter; Huh7 Rab9 promoter-luciferase reporter, luminescence, 24 h; Potency, µM (doses to about 9.22 µM), without a hit: top-dose activation, negative = inhibition, actives largely listed as activators; 320,000 tested, 2.8% active; also: potency is read from the fitted curve at half-maximal effect; % of control where 0% means no effect; nearly all actives have a fitted effect of over 60% in size
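Cell-based reporter: Huh7 stable for Rab9 promoter-driven luciferase, plated in reduced-serum medium with 10% FBS at 1500 cells/well, compound-treated 24 h at 37 °C, luminescence read after 10 min reagent.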
NPC1 promoter act = activators of NPC1 promoter | Huh7 NPC1 promoter luciferase reporter, 24 h | Potency, µM (doses to about 9.22 µM), for the others: at the top dose activation, usual class: activators | 320,000 tested, 2.4% active | AID 485313;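 also: potency is read from the fitted curve at half-maximal effect; % of control where 0% means no effect; nearly all actives have a fitted effect of over 60% in size; reporter is driven by a mutant NPC1 promoter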
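Compounds in DMSO were transferred onto Huh7 NPC1-luciferase reporter cells pre-incubated 2 h; after 24 h at 37 °C, Amplite reagent was dispensed and luminescence recorded 10 min later.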
BRCA1 expr up = BRCA1 expression activation; Potency, µM (titrated, usually from 46.1 µM), without a hit: at the top dose activation, usual class: activators; AID 624202; MCF7-BRCA1-FFLuc reporter, luminescence, 48 h; response scale: scaled: vehicle 0%, 10 µM genistein 100%; 380,000 tested, 1.1% active; also: potency is read from the fitted curve at half-maximal effect; nearly all actives have a fitted effect of over 80% in size; some results filed as inactive show a strong effect at the top dose
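Quantitative HTS in MCF7 cells stably reporting BRCA1 expression via firefly luciferase. Compound treatment lasts 48 h at 37 °C in phenol-red free MEM. Activation is expressed relative to genistein at 10 microM and DMSO.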
Giardia killer = kills Giardia lamblia; Giardia lamblia trophozoite viability; activity change, % at 7.66 µM, hits read low; 340,000 tested, 0.15% active; AID 540267; in the data active = activity change below about -80%; inconclusive = between about -30% and that limit;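 also: parasites exposed to compound for two days anaerobically before the ATP read; % is scaled to controls: 0 for no effect and ±100 for the full control effect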
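Luminescence from cellular ATP indicates surviving trophozoites (100 cells/well) following 48 hrs anaerobic compound treatment at 37 deg C; signal develops 15-30 min at room temperature.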
RORg inh = blocks mouse ROR gamma transcriptional activity. P51450. AID 2551. 310,000 tested, 5.4% active. Potency, µM (series often up to 53.6 µM), for the others: top-dose activity change, negative = inhibition, usual class: inhibitors. Drosophila S2 Gal4-RORgamma UAS-luciferase reporter, 20 h; also: potency is read from the fitted curve at half-maximal effect; % is scaled to controls: 0 for no effect and ±100 for the full control effect; nearly all actives have a fitted effect of over 60% in size
Target sequence (P51450 whole entry, looked up, the tested form may be a part): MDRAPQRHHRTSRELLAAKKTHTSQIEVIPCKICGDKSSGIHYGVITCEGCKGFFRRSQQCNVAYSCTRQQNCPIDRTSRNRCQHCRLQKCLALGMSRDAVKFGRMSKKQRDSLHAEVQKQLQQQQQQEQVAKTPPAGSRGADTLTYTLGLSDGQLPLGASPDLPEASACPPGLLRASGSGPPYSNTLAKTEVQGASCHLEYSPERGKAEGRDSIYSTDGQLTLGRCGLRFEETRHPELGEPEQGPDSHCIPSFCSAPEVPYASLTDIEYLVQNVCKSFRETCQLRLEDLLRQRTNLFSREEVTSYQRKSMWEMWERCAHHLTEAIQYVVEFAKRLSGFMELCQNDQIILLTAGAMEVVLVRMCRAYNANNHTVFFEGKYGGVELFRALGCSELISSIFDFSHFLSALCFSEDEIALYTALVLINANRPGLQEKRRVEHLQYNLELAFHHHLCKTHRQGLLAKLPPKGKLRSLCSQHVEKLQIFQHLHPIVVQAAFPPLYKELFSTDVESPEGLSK
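Drosophila Schneider cells stably carrying a metallothionein-driven Gal4 DBD–ROR gamma fusion and a UAS-Photinus luciferase reporter were exposed to compound for 1 hr, then induced with copper sulfate (700 uM final) for 20 hr at ambient temperature before luminescence reading.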
ELG1 genotox = induces genotoxicity in HEK293T cells with luciferase-tagged ELG1; HEK293T ELG1-luciferase reporter, luminescence, 16 h; Potency, µM (titrated, usually from 46 µM), for the others: at the highest dose activity change, positive = activation, hits mostly activators; 330,000 tested, 1.3% active; AID 504466; also: potency is read from the fitted curve at half-maximal effect; % of control where 0% means no effect; nearly all actives have a fitted effect of over 60% in size
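Step 1: seed 2,000 HEK293T ELG1-luciferase cells per well. Step 2: add compound or DMSO, incubate 16 hr at 37 °C. Step 3: ONE-Glo, 30 min at room temperature, read luminescence.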
Gal4-VP16 FLuc = Gal4-VP16 reporter inhibition counter-screen. Drosophila S2 Gal4-VP16 UAS-luciferase, luminescence, 20 h. Potency, µM (doses to about 53.6 µM), inactives show top-dose activity, negative = inhibition, hits mostly inhibitors. 310,000 tested, 3.5% active. AID 2546;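 also: Gal4-VP16 expression switched on by copper sulfate through the metallothionein promoter; potency is read from the fitted curve at half-maximal effect; % is scaled to controls: 0 for no effect and ±100 for the full control effect; nearly all actives have a fitted effect of over 50% in size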
The depositor's hits bear a star; ? = inconclusive; nt = no result given; & = joins results of further samples; [ ] = another dose, or the depositor's remark. Unless noted, calls follow the shape of the dose curve; as a rule, active = well fitted curve in the direction sought with a large enough effect; inconclusive = small, poorly fitted or top-dose-only effect, or another doubt; inactive = no such curve, though single readings can be large; an effect the other way counts as inactive or inconclusive. These rows are one share of the data. The share of hits here may be higher or lower than overall.

SMILES | Menin MLL FP TR | PKM2 activator | p53 reactivation | FLuc counter | Rab9 promoter act | NPC1 promoter act | BRCA1 expr up | Giardia killer | RORg inh | ELG1 genotox | Gal4-VP16 FLuc
Cc1ccc(S(=O)(=O)CC(O)COc2ccc(C#N)cc2)cc1 (configuration not stated) | -1% | 0% | 0% | 0% | -6% | -7% | -6% | 13 | 14% | -3% | 9%[10 µM]
CC1(C)C2CCC1(CS(=O)(=O)NCc1ccc(C(F)(F)F)cc1)C(=O)C2 (configuration not stated) | 2% | nt | -3% | 0% | -7% | -4% | -28% | 7 | 19% | -4% | -1%
S=C(NCc1ccccc1)NCc1cccc(CNC(=S)NCc2ccccc2)c1 | 7% | ? | 1% | -15% | -2% | 1% | -34% | 11 | -9%[10 µM] | -3% | -1%
COc1cccc(-n2nnnc2SCC(=O)N2CCCc3ccccc32)c1 | -3% | 17% | -8% | 4% | 2% | 1% | -77%[inhibitor] | -1 | 20µM* | -2% | ?
Cc1cc(C)cc(N2C(=O)CC(N(C(=O)c3ccco3)c3cc(C)cc(C)c3)C2=O)c1 (configuration not stated) | -2% | 6% | 0% | 10% | 4% | 1% | 0% | -4 | 4% | 3% | -6%
CC(C)OCC(O)CSc1ccccn1 (configuration not stated) | ? | 1% | 1% | -1% | 5% | 2% | 2% | 7 | -10% | 1% | -21%
COc1ccc(Oc2ccc(S(=O)(=O)N3CCCCC3)cc2S(=O)(=O)N2CCCCC2)cc1 | nt | ? | -2% | -1% | -8% | -1% | -12% | 4 | -13% | 2% | -5%
O=c1oc2c3c(nn2c2ccccc12)CCCC3 | -7% | -11% | -2% | -16% | 7% | -1% | 10% | -11 | 6% | -2% | 0%
CCOC(=O)c1c(CN2CCN(C)CC2)n(-c2ccccc2)c2cc(Br)c(O)cc12 | nt | -2% | -2% | 1% | -6% | -5% | -13% | 4 | 18% | -2% | -7%
Cc1cc(NC(=O)Cn2nc3c(cc2=O)CCCC3)ccc1Br | -9% | 0% | -13% | 3% | 3% | -6% | -8% | -8 | -8% | -2% | 3%
Cc1sc(NC(=O)CCC(=O)O)c(C#N)c1C | 2% | 0% | -2% | -4% | -3% | -5% | 3% | -7 | -15% | 7% | -7%
O=C(COC(=O)c1ccccc1F)c1ccc(-n2nncc2-c2ccco2)cc1 | 0% | 27% | 11% | 12µM* | -4% | 7% | -16% | -6 | 14% | 2% | 7%
COc1ccc(N2CCN(C(=O)CCc3nnc4ccc(N5CCCC5)nn34)CC2)cc1 | nt | nt | 9% | 0% | -1% | -2% | -1% | -16 | -6% | -5% | -1%
COc1ccc(C(=O)Oc2ccc(F)cc2C(=O)/C=C/c2ccc(OC)c(OC)c2)cc1 | ? | 1% | 4% | -1% | -6% | 0% | 8% | 11 | ? | 14% | ?
O=C(c1ccc2c3c(cccc13)CC2)C1CCCN(C(=O)c2cc[n+]([O-])cc2)C1 (configuration not stated) | -6% | 1% | -3% | 0% | -4% | -1% | 5% | 8 | 9% | 0% | 0%
O=C(Nc1ccccc1C(=O)N/N=C/c1ccc(O)cc1)c1ccccc1 | nt | -39% | ? | 0.15µM* | ? | ? | 23% | -17 | -40% | 15% | ?
Cc1ccc(-c2nnn(CCC(=O)NC3CCCC3)n2)cc1 | 7% | 9% | 20% | -9% | 12% | 0% | 3% | -4 | 24% | -1% | -6%
O=C(CC1(C(=O)O)CCCC1)N1CCOCC1 | 7% | 0% | -2% | 2% | 0% | 0% | -3%[1.84 µM] | -9 | -6% | 1% | -2%
Cc1nn(-c2ccccc2)c2nc(C(F)(F)F)[nH]c(=O)c12 | 18% | -15% | 2% | 2% | -1% | -2% | -21% | -2 | 197% | -6% | -22%
CS(=O)(=O)c1ccc(N2CCOCC2)c(S(C)(=O)=O)c1 | -17% | 6% | 24% | 3% | -1% | 0% | 1% | 14 | -6% | 0% | -7%
Cc1oc(-c2ccccc2F)nc1CS(=O)CC(=O)NC1CC1 (configuration not stated) | -12% | nt | 13% | 1% | 2% | -5% | 18% | -22 | -5% | -1% | -15%
COc1ccc(Br)cc1C(=O)CCC(=O)OCC(=O)Nc1cc(C(N)=O)cc(C(N)=O)c1 | nt | nt | 6% | 0% | -4% | -2% | -12% | -2 | nt | 1% | nt
CC(C)(CNC(=O)c1ccc(-c2ccccc2Cl)o1)N1CCOCC1 | nt | nt | 18% | ? | ? | ? | 10µM* | 10 | nt | 13µM* | nt
CC(C)(O)C#Cc1ccc(CN2CCN(Cc3ccsc3)C(CCO)C2)cc1 (configuration not stated) | 0% | 0% | -2% | 6% | -2% | -11% | -2% | 7 | 0% | -2% | -5%
Cc1ccc(NC(=O)COc2ccc3c(c2)OCO3)c(Cl)c1 | nt | nt | 26% | 1.5µM* | ? | 2.8µM* | 14µM* | -6 | nt | ? | nt
Cc1nc2ccccc2nc1OCC(=O)Nc1cc(C(F)(F)F)ccc1N1CCOCC1 | -7% | -16% | -9% | 1% | -4% | 0% | -17% | -17 | 6% | -6% | -8%
C[C@H](NC(=O)c1nc[nH]c1C(=O)NCC(=O)OCc1ccccc1)C(=O)OC(C)(C)C | 2% | -8% | 10% | 0% | -8% | -2% | 0% | -1 | -88% | -2% | ?
O=S(=O)(c1ccc(Cl)s1)N1CCCc2cccc(O)c21 | 14% | 1% | ? | 11µM* | 4µM* | ? | ? | 5 | -43% | 17% | 21%
Cn1c(=O)oc2cc(S(=O)(=O)NCCN3CCCCCC3)ccc21 | -1% | 3% | -5% | 7% | 5% | 1% | -2% | 15 | 4% | -1% | -8%
O=C1COc2ccc(S(=O)(=O)N3CCCC3)cc2N1 | -7% | 9% | 2% | 2% | -4% | -4% | -3% | -5 | 0% | 4% | -6%
COc1ccc(OCC(=O)O/N=C(\N)Cc2ccc(Cl)cc2)cc1 | -1% | -5% | -22% | -4% | 11% | 26% | 12% | 2 | 0% | 1% | 0%
Cc1c(Br)c(C(=O)N2CCc3ccccc32)nn1C | -11% | -18% | ? | 21µM* | ? | 30% | ? | 2 | -1% | ? | 0%
Cc1cc(C)c(C(=O)C(C)OC(=O)c2ccc(Cl)nc2)cc1C (configuration not stated) | nt | 1% | -5% | 5% | -4% | -2% | 3% | -4 | 40% | -5% | -4%
O=C(c1cc(C(=O)NCCc2ccccc2)c(=O)n(CCc2ccccc2)c1)c1cc(Cl)ccc1O | 0% | 3% | 0% | 1% | 1% | -1% | -86% | -10 | ? | -15% | 14µM*
COc1ccc(CC(=O)OCC(=O)N2CCN(S(=O)(=O)c3ccc(C)cc3C)CC2)cc1 | nt | nt | 6% | -2% | -3% | -3% | -18% | 10 | nt | 1% | nt
Cc1[nH]c2ccccc2c1C(=O)C(=O)NC1CC(=O)N(c2ccc(F)cc2)C1 (configuration not stated) | nt | nt | -5% | -6% | -6% | -1% | 1% | 8 | nt | -9% | nt
CC(=O)Nc1ccc(-c2csc(NC(=O)c3ccc(C)o3)n2)cc1 | ? | -2% | 12% | ? | 9% | 16% | 34% | 6 | 24% | 9% | 8%
CC(=O)Nc1ccc(NC(=O)C(C)OC(=O)c2cccc(S(=O)(=O)N3CCCC3)c2)cc1 (configuration not stated) | nt | nt | -1% | -3% | -6% | -2% | -21% | 4 | nt | 0% | nt
CCNC(=O)COC(=O)C1CCC(=O)N(c2ccc(OC)cc2)C1c1ccc(OC)cc1 (configuration not stated) | -1% | -16% | -4% | -3% | 1% | 5% | 15% | 8 | -10% | -8% | 2%
COC(=O)c1cc(C)nc2c1C(=O)C(=O)C=C2N1CCOCC1 | ? | -17% | nt | -13% | -49%[inhibitor] | -41%[inhibitor] | -99%[inhibitor] | -3 | nt | -20% | nt
NC(=S)N/N=C/c1c[nH]c2ccccc12 | nt | -1% | 6% | -16% | 7% | 2% | 24% | 8 | 2.5µM* | 8% | ?
COc1ccc2oc(=O)c(C(=O)N3CCCC3)cc2c1 | 11% | 1% | 6% | -13% | -2% | -1% | -4% | -11 | -11% | 0% | 7%
Nc1nc(NCc2ccccc2)n(-c2ccccc2)n1 | 17% | nt | 18% | -2% | -4%[1.84 µM] | -3% | -1% | -5 | -34% | 3% | -9%
O=C(COC(=O)c1ccc2c(c1)OCCO2)NC1CCCCC1 | nt | nt | ? | -15% | 0% | -1% | -8% | 8 | nt | -3% | nt
COC(=O)c1cc2occc2n1Cc1nc(-c2cccc(Cl)c2)oc1C | 7% | 0% | -2% | 5%&5% | -1% | -4% | 0% | -22 | ? | 6% | -9%
